Source: PubChem
GPR151 ag – activators of human GPR151, primary screen, cell-based, PathHunter beta-arrestin, luminescence; G-protein coupled receptor 151 (Homo sapiens), Q8TDV0; PathHunter beta-arrestin GPR151 cells; 650,000 tested, 1% active; AID 1508602, 2020; activation, % at 11.2 µM; in the data active means activation above about 4.9%;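 further: 0% = median of compound wells and 100% = cells with positive control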
Target sequence (Q8TDV0 whole entry, looked up): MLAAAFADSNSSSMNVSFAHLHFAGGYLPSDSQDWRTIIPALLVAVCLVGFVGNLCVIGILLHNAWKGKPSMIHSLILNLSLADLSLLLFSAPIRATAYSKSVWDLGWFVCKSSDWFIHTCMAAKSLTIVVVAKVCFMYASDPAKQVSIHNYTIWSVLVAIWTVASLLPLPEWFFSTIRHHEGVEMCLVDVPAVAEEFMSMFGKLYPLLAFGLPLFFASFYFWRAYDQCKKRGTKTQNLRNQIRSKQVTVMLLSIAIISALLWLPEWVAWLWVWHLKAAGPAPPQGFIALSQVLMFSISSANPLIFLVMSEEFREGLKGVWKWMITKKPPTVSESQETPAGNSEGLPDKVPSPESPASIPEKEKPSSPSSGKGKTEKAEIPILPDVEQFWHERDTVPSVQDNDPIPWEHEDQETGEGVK
TEAD-YAP inh – TEAD-YAP interaction inhibition, primary screen, TEAD-YAP interaction inhibitor project, luminescence, HEK-TIYL cells | TEAD-Gal4/YAP UAS-luciferase luminescence | inhibition, % at 9.12 µM | AID 1259422, 2018 | 640,000 tested, 1.4% active; in the data active means inhibition above about 32%;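 further: 0% = median of test compound wells and 100% = reference inhibitor wells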
MITF inh – MITF inhibitors, primary screen, biochemical, AlphaScreen, human; Microphthalmia-associated transcription factor (Homo sapiens), O75030; AlphaScreen MITF homodimerization, bead proximity signal; inhibition, % at 2.6 µM; 650,000 tested, 0.91% active; in the data active means inhibition above about 50%;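 further: 0% = vehicle wells with protein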
FBW7 act – FBW7 E3 ligase activators, primary screen, biochemical, AlphaScreen, human | AlphaScreen FBW7–phospho-cyclin E peptide binding, activator screen | AID 1259310, 2017 | 650,000 tested, 0.13% active | normalized activity (activation), % at 26.1 µM; in the data active means normalized activity above about 1.9%;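 further: purified mutant Fbw7 with reduced substrate affinity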
Target sequence (Q969H0 whole entry, looked up): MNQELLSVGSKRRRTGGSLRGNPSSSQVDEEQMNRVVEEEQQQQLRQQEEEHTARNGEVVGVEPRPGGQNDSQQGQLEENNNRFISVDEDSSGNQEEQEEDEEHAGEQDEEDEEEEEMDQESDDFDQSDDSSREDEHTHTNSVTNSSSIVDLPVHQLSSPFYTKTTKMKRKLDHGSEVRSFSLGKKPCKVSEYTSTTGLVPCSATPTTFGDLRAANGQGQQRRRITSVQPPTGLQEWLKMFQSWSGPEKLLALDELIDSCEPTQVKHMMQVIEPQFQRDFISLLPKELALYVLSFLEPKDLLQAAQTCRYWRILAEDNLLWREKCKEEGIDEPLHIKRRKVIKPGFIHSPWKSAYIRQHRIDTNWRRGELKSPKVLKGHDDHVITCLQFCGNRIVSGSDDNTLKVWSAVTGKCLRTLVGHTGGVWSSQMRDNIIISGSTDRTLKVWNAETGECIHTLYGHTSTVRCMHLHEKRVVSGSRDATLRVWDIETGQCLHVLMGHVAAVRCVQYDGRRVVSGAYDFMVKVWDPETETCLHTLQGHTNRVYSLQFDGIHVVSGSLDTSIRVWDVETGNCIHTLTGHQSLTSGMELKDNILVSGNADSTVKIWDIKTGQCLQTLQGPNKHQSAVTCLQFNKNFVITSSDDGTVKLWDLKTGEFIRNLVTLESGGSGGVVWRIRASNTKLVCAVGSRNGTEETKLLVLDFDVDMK
* = called active by the depositor; x = no result given; & = joins results of further samples.

Order of results – GPR151 ag | TEAD-YAP inh | MITF inh | FBW7 act
COc1ccc(C(=O)Nn2c(C3CC3)nc3ccccc3c2=O)cc1OC
    1.0 | 16 | 0 | -0.1
CN=Cc1cc(-c2ccccc2)oc1O
    0.5 | -5 | -1 | -0.1
CCOc1ccc2c(c1)nc(C)n2CC
    -0.6 | -18 | 8 | 0.4
COc1ccc([N+](=O)[O-])cc1N=Cc1cc([N+](=O)[O-])ccc1O
    3.4 | 0 | 8 | -0.1
CC12CC3CC(C)(C1)CC(C(=O)CCC(=O)O)(C3)C2
    -1.1 | 6 | 6 | 1.2
O=C1CC(=O)Nc2cc(S(=O)(=O)NCc3ccc(Cl)cc3)ccc2N1
    0.4 | 10 | -9 | 0.0
COC(=O)c1ccc(C2NC(=S)NC(C)=C2C(N)=O)cc1 (stereo unspecified)
    0.8 | -12 | 15 | 1.1
O=C(COC(=O)CCc1ccccc1)Nc1ccc(Cl)cn1
    -1.1 | 8 | -18 | 0.0
CC(C(N)=O)N1C(=O)c2ccccc2C1=O (stereo unspecified)
    0.4 | 4 | 14 | -0.1
COc1cccc(C(=O)NCc2nnc(SCC(=O)N3N=C(c4cccs4)CC3c3ccc(C)cc3)n2Cc2ccccc2)c1 (stereo unspecified)
    0.7 | 19 | 8 | 0.1
CCOC(=O)c1cc2c(=O)n3ccccc3nc2n(C(C)C)c1=NC(=O)c1ccncc1
    -0.3 | -18 | -6 | 0.1
Cc1ccc2c(c1)N(C(=O)CCC(=O)NC1CCCC1)CC(C)O2 (stereo unspecified)
    1.1 | 1 | 3 | 0.2
O=C(CSc1nc(N2CCCCC2)nc(N2CCCCC2)n1)Nc1ccc(F)cc1
    9.8* | 0 | -18 | 0.1
CC1CCN(C(=O)CSCC(=O)Nc2nc(-c3cccs3)cs2)CC1
    -0.5 | -2 | -1 | -0.1
CC(C)[C@H](NC(N)=O)C(=O)NCc1ccccc1
    -0.4 | 6 | 12 | 0.2
Fc1ccc(-n2cc(-c3ccccc3)c3c(NCCC(c4ccccc4)c4ccccc4)ncnc32)cc1
    -1.1 | 1 | 9 | 0.1
COc1ccc(CN2CCN(Cc3ccco3)CC2)c(OC)c1
    1.7 | 4 | 73* | -0.1
CCCCNC(=O)CNC(=O)CNS(=O)(=O)c1ccc(I)cc1
    1.1 | 4 | 16 | 0.1
O=c1/c(=C/c2cccc(Br)c2)sc2nnc(-c3ccccc3)n12
    1.3 | 9 | -2 | -0.1
CCN(CC)c1ccc2c(Nc3ccccc3)c(C=O)c(=O)oc2c1
    0.5 | 5 | -1 | 0.0
COCCNC(=O)C(=O)NCCc1ccc(OC)cc1
    0.2 | 9 | 2 | -0.2
CCN(CC)c1ccc(C(=O)Nc2nc(-c3ccc(C)o3)cs2)cc1
    1.0 | -1 | 0 | -0.1
CC1(C)N/C(=C\C(=O)c2ccccc2)N(O)C1(C)C
    -0.7 | -5 | 20 | 1.0
C=CCn1c(-c2ccc(C)cc2)cccc1=O
    0.3 | -10 | 1 | 0.1
COc1ccc(N2CSC3=C(C#N)C(c4ccccc4[N+](=O)[O-])CC(=O)N3C2)cc1 (stereo unspecified)
    0.7 | -15 | -27 | 0.2
CN1CCN(c2cnn(-c3ccccc3)c(=O)c2Br)CC1
    -1.2 | -36 | 15 | 0.2
Cc1ccc(NC(=O)C(Cc2ccccc2)N2C(=O)c3ccccc3C2=O)cc1[N+](=O)[O-] (stereo unspecified)
    2.8 | 16 | 5 | 0.1
CC(/C=C/c1ccc2c(c1)OCO2)=N\NC(=O)c1ccncc1
    -1.5 | -2 | 18 | 0.0
Cc1ccccc1N1C(=O)CC(N2CCN(c3ccc(F)cc3)CC2)C1=O (stereo unspecified)
    2.8 | 5 | 22 | 0.4
Cc1cc(C(=O)Nc2ccc3nc(N4CCN(C)CC4)sc3c2)nn1C
    -1.9 | -77 | -2 | -0.2
CCCCCC(=O)Nc1cccc(-c2nc3ccccc3[nH]2)c1C
    0.8 | -6 | 6 | 0.1
O=C(Cc1ccccc1)Nc1nc2cc3c(cc2s1)OCO3
    -2.6 | -33 | 6 | 0.3
c1ccc(CN2CCC(Nc3nc(Nc4ccc(N5CCOCC5)cc4)nc4nc[nH]c34)CC2)cc1
    0.0 | 0 | 1 | 0.0
Cc1cc(NC(=O)CSc2nncn2C)no1
    2.3 | 3 | 5 | 0.0
COC(=O)c1cccc(NS(=O)(=O)c2ccc3ccccc3c2)c1C
    -1.3 | -7 | 52* | 0.0
Cc1ccc2oc(C(=O)NCCSc3c[nH]c4ccccc34)cc2n1
    -0.9 | -8 | 7 | 0.2
CC(=O)Nc1cccc(NC(=O)C2CCCN2C(=O)Nc2ccc(Cl)cc2)c1 (stereo unspecified)
    -0.8 | -1 | 1 | 0.0
CCCC(CCC)C(=O)Nc1ccccc1C(=O)O
    -0.6 | 0 | 9 | 0.6
Cc1ncsc1CCCNC1CCN(c2ccc(C(=O)NC3CCCC3)cc2)CC1
    0.6 | -3 | -2 | -0.2
CCN(CC)S(=O)(=O)c1ccc(NC(=O)CN2CCCCCC2)cc1
    -2.6 | 4 | 15 | 0.1
Cc1ccccc1OCC(O)CN1CCN(CCO)CC1 (stereo unspecified)
    0.2 | 3 | 0 | -0.3
CCCCC/C=C\C/C=C\C/C=C\C/C=C\CCCCN1C(=O)C=CC1=O
    -0.7 | x | 2 | x
CCn1cc(C(=O)N[C@H](Cn2nnc3ccccc32)C(C)C)c(C)n1
    -0.7 | -5 | -7 | 0.0
Cc1ccc(-c2nnn(CC(=O)Nc3ccc(F)c(Cl)c3)n2)c(-n2cnnn2)c1
    -0.2 | 8 | 20 | 0.0
COc1cc(C(=O)Nc2ccc(S(=O)(=O)Nc3nccnc3OC)cc2)cc(OC)c1OC
    1.9 | 14 | 0 | 0.2
Cc1ccc(CN(CC(=O)NCCc2ccccc2)C(=O)c2csnn2)cc1
    0.1 | 9 | 11 | -0.1
Cc1ccccc1-c1ccc(=O)n(CC(=O)NC(C)C)n1
    0.8 | -22 | 7 | 0.1
O=C(CN(C(=O)Cn1nnc(-c2ccc(F)cc2)n1)c1cccc(F)c1)NC1CCCC1
    -0.8 | 8 | -4 | -0.1
CC(C)C(=O)Nc1cc(Cl)c(O)c(Cl)c1
    0.6 | 13 | 9 | 0.3
Cc1ccc(C)c(S(=O)(=O)NC(CC(=O)O)c2ccco2)c1 (stereo unspecified)
    0.3 | -9 | 8 | -0.2
COc1ccc(-c2cnc(NCc3ccc(OC)c(OC)c3OC)n2C)cc1
    -0.7 | -3 | 44 | -0.2
Cc1ccccc1C(=O)Nc1nnc(SCC(=O)Nc2ccc(N(C)C)cc2)s1
    -1.4 | -5 | 8 | -0.1
COc1cc(CNCc2ccco2)cc(OC)c1O
    -0.3 | -7 | 27 | 0.8
CSc1cccc(NC(=O)CSc2nnc(-c3ccco3)n2C)c1
    -1.2 | 14 | 16 | 0.3
Cc1ccccc1CN1CCN(S(=O)(=O)c2ccc(F)cc2)CC1
    -0.1 | -5 | -10 | 0.0
COCCOC(=O)C1=C(C)NC2=C(C(=O)CC(C)(C)C2)C1c1ccc(N(C)C)cc1 (stereo unspecified)
    0.4 | 3 | 0 | -0.1
O=C(CSc1nnc(NCc2ccccc2)s1)N1CCCCCC1
    -0.8 | -1 | -8 | -0.1
Cc1[nH]nc(SCC(=O)Nc2ccc(OC(F)(F)F)cc2)c1[N+](=O)[O-]
    0.9 | 2 | 7 | 0.2
CC(C)CC(=O)N1CCN(S(=O)(=O)c2ccc3ccccc3c2)CC1
    -0.8 | 2 | 17 | 0.1
COc1cccc(NC(=O)c2sc3nc4c(c(-c5ccc(C)cc5)c3c2N)CCCC4)c1
    -0.6 | -6 | 2 | 0.1

Other entries follow:
Order of results – GPR151 ag | TEAD-YAP inh | MITF inh | FBW7 act
COc1ccc(NS(=O)(=O)c2c(C(C)C)cc(C(C)C)cc2C(C)C)cc1
    -0.9 | 0 | 4 | 0.2
CN(C)CCOc1cc(-c2ccncc2)ccc1NC(=O)[C@H]1Cc2ccccc2CN1
    -1.1 | 8 | 19 | -0.1
CC1(C)CC(=O)C(/C=N/c2nc3c(s2)C(=O)CC(C)(C)C3)=C(O)C1
    2.0 | 10 | -4 | 0.2
C/C(=N\NC(=O)CSCc1cc(C)cc(C)c1)c1ccccc1O
    -0.2 | -11 | -22 | -0.2
COc1cc(CN(C(=S)NCC(=O)NC2CCCC2)C2CCCC2)cc(OC)c1OC
    -0.6 | 4 | -2 | -0.2
CC(=O)OC[C@H]1O[C@H](C#CC(C)(C)C)C=C[C@@H]1OC(C)=O
    -2.6&-1.1 | x | -11&14 | 0.0&0.1
COCCCNc1oc(/C=C/c2ccccc2)nc1S(=O)(=O)c1ccccc1
    -0.7 | 16 | -6 | 0.5
COC(=O)c1c(NC(=O)c2nn3c(C(F)(F)F)cc(-c4cccs4)nc3c2Cl)sc2c1CCCC2
    1.0 | -2 | 12 | 0.0
CC(C)CC(=O)NC(=C(Cl)Cl)S(=O)(=O)c1ccccc1
    -1.0 | 9 | 11 | -0.3
Cc1ccc(-n2nc3cc(C)c(NC(=O)COc4ccc(C)c(C)c4)cc3n2)cc1
    -0.6 | -5 | 25 | 0.7
CN(C)CCCNC(=O)C1CCCN(c2nc3ccccc3n2C)C1 (stereo unspecified)
    -1.0 | 5 | -11 | 0.3
COC(=O)c1sc(NC(=O)Cc2ccc(OC)c(OC)c2)c(C(=O)OC)c1C
    0.9 | 10 | 1 | 0.0
CC(C)CCC1(C2CCN(Cc3ccsc3)CC2)NC(=O)NC1=O (stereo unspecified)
    2.6 | 8 | 11 | 0.6
COc1ccc(CNCc2ccc3c(c2)OCO3)cc1Br
    -0.8 | -8 | 11 | -0.2
c1ccc(Nc2ccnc(-c3ccc(N4CCOCC4)nc3)n2)cc1
    -0.1 | -9 | 7 | 0.0
O=C(Nc1cccc(Cl)c1Cl)c1cc(S(=O)(=O)NC2CCCCC2)ccc1F
    2.1 | -1 | 3 | -0.1
COCC(=O)Nc1ccc(C(C)C)cc1
    -2.1 | -18 | -6 | -0.1
Cc1cnc(Nc2ccc(N3CCOCC3)cc2)nc1NCCN(C(C)C)C(C)C
    4.2 | 6 | -9 | -0.1
O=C(Nc1ccc(NS(=O)(=O)c2ccccc2)cc1)c1ccccc1Cl
    0.8 | 6 | 9 | 0.1
S=C(Nc1ccc(Oc2ccccc2)cc1)NN1CCOCC1
    -1.4 | 1 | -4 | 0.0
Cc1cc(C)cc(-n2c(C)cc(/C=C3/SC(=Nc4ccc(Br)cc4)NC3=O)c2C)c1
    1.6 | 8 | -3 | -0.1
O=S(=O)(c1ccc(Cl)cc1)N(Cc1ccccn1)Cc1ccccn1
    -0.6 | -10 | 13 | 0.8
CC(C)c1nnc(NC(=O)C2CCCN(C(=O)Nc3ccccc3)C2)s1 (stereo unspecified)
    0.2 | -1 | 5 | 0.3
CCOc1ccc(CN2CCN(Cc3cccc(C)n3)CC2CCO)cc1 (stereo unspecified)
    -1.2 | -3 | 11 | 0.1
CC(=O)Nc1ccc(CN2CCCC(CNS(=O)(=O)N(C)C)C2)cc1 (stereo unspecified)
    -1.3 | -7 | 12 | 0.0
O=C1C=C(Nc2cccc3cccnc23)c2ccccc2C1=O
    -0.5 | 1 | 24 | -1.3
CCCCOC(=O)c1cccc(NC(=O)/C=C/c2ccccc2)c1
    0.6 | 15 | -6 | 0.0
O=C(N/N=C/c1ccc(F)cc1)c1cccnc1
    1.0 | -1 | 19 | 0.2
Cc1c(C(=O)NCC2CCCO2)sc2ncn(Cc3ccccc3F)c(=O)c12 (stereo unspecified)
    -0.8 | 2 | -6 | 0.1
CCCCCC1CCC(c2ccc(C(N)=O)cc2)CC1 (stereo unspecified)
    0.1 | 6 | 0 | 0.0
CCCCOCCCN1CC(O)=C(c2nc3ccccc3[nH]2)C1=N
    -0.4 | 5 | 12 | 0.2
Cc1ccc(Cn2ncc3c(N4CCC(C)CC4)ncnc32)cc1
    -0.5 | 0 | 6 | -0.1
Nc1ccccc1-c1nnc(N2CCCCC2)o1
    -3.4 | -31 | 6 | -0.2
Cc1ccc(-n2c(SCC(=O)NCc3ccco3)nc3c(sc(=S)n3-c3cc(C)ccc3F)c2=O)cc1
    0.4 | 0 | 13 | 0.0
CCOc1ccc(CCNC(=O)Cc2noc3ccccc23)cc1
    0.6 | -1 | -7 | 0.0
O=C(O)CCN1C(=O)/C(=C\c2cccc(Br)c2)SC1=S
    0.9 | 5 | -10 | -0.2
COc1ccccc1NC(=O)/C(C#N)=C/c1ccccc1
    2.3 | 6 | 10 | 0.0
CC1Cc2ccccc2N1C(=O)c1cnc2n(c1=O)CCS2 (stereo unspecified)
    -0.6 | -4 | 2 | 0.0
COc1ccc(Cn2c(SCC(=O)c3ccccc3)nc3c(sc4ccc([N+](=O)[O-])cc43)c2=O)cc1
    -1.3 | 5 | 16 | 0.7
CS(=O)(=O)N(CC(=O)Oc1ccc(Cl)cc1)c1ccc(Cl)cc1
    0.0 | 2 | 3 | 0.1
CCOc1ccc2c(c1)C(C)=CC(C)(C)N2S(=O)(=O)c1ccc(Cl)cc1
    -0.1 | 60* | 5 | -0.1
Cc1cccc(CC(=O)Nc2cnn(-c3cccc(C(=O)Nc4ccc(N(C)C)cc4)c3)c2)c1
    0.0 | 2 | 4 | -0.2
CCOC(=O)c1ccc(N2N=C(C(F)(F)F)/C(=C/c3cc(Br)c(O)c(OC)c3)C2=O)cc1
    0.3 | 9 | 2 | 0.2
CC(=O)NCCNc1nc2c(C)cc(C)cc2cc1C#N
    -0.6 | 1 | -2 | -0.1
